LRH-1 inv ag: NR5A2 inverse agonism in reporter assay | HEK293T StAR-luciferase reporter, LRH-1 transfected, 24 h | inhibition, % at 3.6 µM | 0.13% of 360,000 active | AID 602396;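 active means inhibition above the mean inhibition of all tested compounds plus 3 SD, cut at about 73% in these data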;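 further: 0% = DMSO wells and 100% = reporter-only cells lacking LRH-1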
SRC3 inh: inhibits human SRC3 coactivator. HEK293 GAL4-SRC3 luciferase reporter, luminescence. inhibition, % at 3.6 µM. 0.17% of 360,000 active;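 active means inhibition above a per-campaign cutoff, the mean of all compounds plus 3 SD, cut at about 60% in these data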;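 further: 0% = DMSO-treated cells and 100% = gossypol-treated cells at 36 µM; higher means less SRC3-driven luciferase light from the GAL4 reporter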
SRC1 inh: human NCOA1 inhibition | Q15788 | HEK293 GAL4-SRC1 luciferase reporter, luminescence | inhibition, % at 3.6 µM | 0.12% of 360,000 active;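 active means inhibition above the campaign mean plus 3 SD, with each screening campaign given its own cutoff, cut at about 60% in these data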;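 further: 0% = DMSO treated cells and 100% = gossypol at 36 µM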
TROY NFkB inh: TROY signaling inhibition. inhibition, % at 10 µM. Q293 LMP1-TROYcd NF-kB luciferase reporter, 4 h. AID 1347056. 0.98% of 360,000 active;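 active means compounds whose plate-normalised and pattern-corrected inhibition of the luciferase reporter signal at the single screening dose is 50% or more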
NOD2 RIPK2 PPI: blocks binding of human NOD2 to RIPK2; 0.38% of 360,000 active; CHO BLA complementation NOD2-RIPK2, CCF4 ratio; inhibition, % at 4.98 µM; AID 624267; in the data active means inhibition above about 21%;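 further: 0% = vehicle only and 100% = reference blocker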
TWEAK-Fn14 inh: TWEAK-Fn14 signaling inhibition. TWEAK-stimulated Fn14 reporter cells, luciferase luminescence, 8 h. inhibition, % at 10 µM. 2% of 360,000 active; in the data active means inhibition above about 50%
C8 TRAIL sens: sensitizes caspase-8 expressing cells to TRAIL. inhibition (viability loss, TRAIL sensitization), % at 10 µM. NB7+C8 cells + TRAIL, ATPlite viability luminescence. AID 624354. 1% of 360,000 active;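 active means compounds causing at least 50% loss of cell viability in the single-dose screen, relative to plate controls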
EBV LMP1 NFkB: reduces LMP1-driven NF-kappaB luciferase signal. inhibition, % at 12.5 µM. AID 504558. LMP1-induced NF-kappaB luciferase reporter cells, luminescence. 0.69% of 350,000 active; in the data active means inhibition above about 41%;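 further: 0% = neutral control wells and 100% = reference inhibitor control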
SRC2 inh: human SRC2 (NCOA2) inhibition; Q15596; HEK293 GAL4-SRC2 luciferase reporter, luminescence; inhibition, % at 9 µM; 0.17% of 370,000 active;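 active means inhibition above the mean inhibition of all tested compounds plus 3 SD, set per campaign, cut at about 52% in these data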;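 further: 0% = DMSO treated cells and 100% = cells given Gossypol at 36 µM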
Target sequence (Q15596 whole entry, looked up, the tested form may be a part): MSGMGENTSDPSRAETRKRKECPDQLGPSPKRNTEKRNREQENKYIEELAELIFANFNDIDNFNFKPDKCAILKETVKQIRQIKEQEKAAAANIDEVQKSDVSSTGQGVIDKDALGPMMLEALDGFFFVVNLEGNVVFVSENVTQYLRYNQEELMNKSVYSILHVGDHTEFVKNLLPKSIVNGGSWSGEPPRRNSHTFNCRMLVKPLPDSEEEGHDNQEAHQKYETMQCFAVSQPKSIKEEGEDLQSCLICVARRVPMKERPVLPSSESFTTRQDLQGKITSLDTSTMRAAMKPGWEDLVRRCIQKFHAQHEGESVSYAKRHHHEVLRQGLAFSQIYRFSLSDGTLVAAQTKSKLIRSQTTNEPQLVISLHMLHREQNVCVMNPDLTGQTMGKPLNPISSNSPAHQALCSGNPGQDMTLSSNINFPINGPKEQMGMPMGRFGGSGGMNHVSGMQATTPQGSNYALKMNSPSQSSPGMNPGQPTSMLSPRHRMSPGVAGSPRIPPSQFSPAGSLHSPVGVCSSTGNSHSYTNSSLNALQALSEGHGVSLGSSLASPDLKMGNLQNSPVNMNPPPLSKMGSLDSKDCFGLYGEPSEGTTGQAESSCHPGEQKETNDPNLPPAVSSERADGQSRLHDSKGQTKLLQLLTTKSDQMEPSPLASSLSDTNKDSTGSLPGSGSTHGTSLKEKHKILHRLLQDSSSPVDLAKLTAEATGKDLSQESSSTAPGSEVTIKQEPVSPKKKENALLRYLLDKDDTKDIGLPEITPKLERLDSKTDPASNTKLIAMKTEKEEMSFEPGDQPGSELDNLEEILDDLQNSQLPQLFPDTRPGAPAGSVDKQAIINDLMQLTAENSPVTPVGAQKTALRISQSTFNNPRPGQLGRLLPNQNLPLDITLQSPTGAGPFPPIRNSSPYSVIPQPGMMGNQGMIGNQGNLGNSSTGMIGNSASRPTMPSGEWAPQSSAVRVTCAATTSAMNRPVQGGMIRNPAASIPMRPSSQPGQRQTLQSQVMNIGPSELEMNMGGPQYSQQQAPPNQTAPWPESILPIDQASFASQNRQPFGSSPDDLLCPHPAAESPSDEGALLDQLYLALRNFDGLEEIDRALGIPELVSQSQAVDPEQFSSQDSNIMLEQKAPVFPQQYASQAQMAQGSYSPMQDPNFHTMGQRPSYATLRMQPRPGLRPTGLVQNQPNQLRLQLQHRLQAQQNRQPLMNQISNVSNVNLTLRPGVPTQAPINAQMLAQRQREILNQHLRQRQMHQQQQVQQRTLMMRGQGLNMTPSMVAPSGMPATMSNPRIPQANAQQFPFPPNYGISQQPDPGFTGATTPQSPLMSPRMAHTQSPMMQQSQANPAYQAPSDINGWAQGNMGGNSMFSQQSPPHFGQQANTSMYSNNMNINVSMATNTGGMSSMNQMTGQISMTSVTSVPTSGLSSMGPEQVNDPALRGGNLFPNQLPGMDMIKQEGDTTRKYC
COUP-TFII inh: inhibitors of human COUP-TFII (NR2F2) | P24468 | inhibition, % at 8.6 µM | 0.7% of 370,000 active | HEK293T NGFI-A luciferase reporter, luminescence;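 active means inhibition above a per-plate cutoff, mean inhibition of test wells between control levels plus 3 SD, cut at about 38% in these data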;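 further: cells cotransfected with COUP-TFII expression vector driving the NGFI-A reporter; 0% = median of COUP-TF2 test wells and 100% = reporter-only cells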
TLR9-MyD88 inh: inhibitors of human TLR9-MyD88 binding; AID 504734; inhibition, % at 4.98 µM; CHO BLA complementation TLR9-MyD88, CCF4 FRET ratio; Q9NR96+Q99836; 0.21% of 340,000 active;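 active means inhibition above the mean over all tested compounds plus 3 SD, cut at about 21% in these data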;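 further: 0% = DMSO only wells and 100% = clavulanate BLA inhibitor control wells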
The depositor's hits bear a star; / = no result given.

SMILES	LRH-1 inv ag	SRC3 inh	SRC1 inh	TROY NFkB inh	NOD2 RIPK2 PPI	TWEAK-Fn14 inh	C8 TRAIL sens	EBV LMP1 NFkB	SRC2 inh	COUP-TFII inh	TLR9-MyD88 inh
COCCn1c(-c2cccs2)nc2nc3ccccc3nc21	-4	6	-9	-26	-10	-16	15	-12	-17	-7	-11
CC(C)CC(NC(=O)C1CCC(C)CC1)C(=O)Nc1cccnc1 (stereo not drawn)	-5	12	2	2	-8	2	-9	1	-32	7	-8
CCCCn1c(=O)c(C(=O)OCC)c(O)c2ccccc21	25	-5	0	19	-5	10	-25	-8	7	-9	-9
CC(=O)C1C(c2cn(-c3ccccc3)nc2-c2cccs2)NC(=O)NC1(O)C(F)(F)F (stereo not drawn)	5	2	-10	-53	-3	-5	27	7	/	/	-11
Cn1cnc2c(cnn2C)c1=O	17	2	2	-1	7	8	10	-2	-7	-3	-5
Cc1cc(C)cc(C(=O)NCC(=O)OCC(=O)Nc2ccc(C)cc2Br)c1	8	-3	3	2	4	-4	-19	3	-8	-1	14
O=C(Cc1ccc(F)cc1)OCn1nnc2ccccc2c1=O	-2	2	-7	6	-1	-14	9	-7	-15	11	-2
CCN1CCN(C(=O)CCc2nnc3ccc(N4CCN(c5cccc(OC)c5)CC4)nn23)CC1	13	18	-10	6	-10	-29	-15	-3	20	7	-11
COc1ccc(C(=O)CSc2nc(C)cc(=O)[nH]2)cc1	-8	-13	-1	-2	9	-15	-17	-3	-16	1	-3
Cc1ccccc1-c1ncc(CN2CCC(CO)(CCCc3ccccc3)CC2)cn1	-1	19	6	14	0	1	-3	6	-2	18	0
O=C(Oc1cccc(F)c1)c1ccc2c(=O)n3c(nc2c1)CCC3	-22	-7	-21	-44	2	-1	-12	-3	-20	-15	7
CCOC(=O)c1ccc(N2Cc3ccccc3C2=N)cc1	-32	-39	-40	-28	-1	-9	-6	-13	-1	-27	3
CCOC(=O)[C@]12CCCC=C1N(Cc1ccccc1)C(=O)[C@H](CC(=O)N1CCN(C(=O)C3CC3)CC1)C2	18	/	/	/	0	/	8	/	14	-33	/
CCN(CC)CCn1cnc2c1c(=O)n(CCOC(=O)c1cc(OC)c(OC)c(OC)c1)c(=O)n2C	10	14	5	-3	4	-2	1	4	-11	-3	-26
Nc1c(-c2ccccc2)cnn1-c1ccccc1	-103	-53	-82	-33	10	-3	54*	-17	-40	-37	3
CN(CC(=O)Nc1ccc(N2CCOCC2)cc1)C(=O)CSc1ccccc1F	-20	-3	-34	-7	3	0	-8	3	3	5	2
O=[N+]([O-])c1ccccc1CN1CCN(S(=O)(=O)Cc2ccccc2)CC1	13	-1	-36	22	-18	20	0	-16	-8	3	2
COC(=O)C1(C)NC(c2ccc(O)cc2)C2C(=O)N(c3ccc(F)cc3)C(=O)C21 (stereo not drawn)	0	18	20	-8	-7	12	3	6	-30	-18	5
c1ccc(CN2CCOCCOCCOCCOCCOCCOCC2)cc1	3	14	-25	15	-10	0	-2	-4	-5	0	10
Cc1nnc(SCc2nc3sc(C(=O)O)c(C)c3c(=O)[nH]2)s1	-1	-16	5	-6	-7	9	-3	-8	36	-16	-9
CC(C)(C)[C@@H]1COC(=O)[C@@H](Cc2ccc(F)cc2)C/C=C\C[C@H](CC(=O)N(CCO)Cc2ccccc2)C(=O)N1	-11	1	1	-2	10	18	-13	2	-17	4	-12
CCOC(=O)C1CCCN(c2nc3ccccc3nc2C(C#N)C(=O)OC(C)C)C1 (stereo not drawn)	-1	10	8	-9	-13	-4	2	-18	-7	10	1
COc1ccccc1N1CCN(C(=O)c2cc(-c3ccc4c(c3)OCO4)on2)CC1	-14	-27	2	-8	2	6	7	2	/	/	-3
COc1ccc(-c2nnc3c4ccccc4c(C)nn23)cc1S(=O)(=O)N1CCN(CCO)CC1	-13	-17	-20	12	10	-19	-6	13	-47	-26	8
CCn1cc(S(=O)(=O)Nc2ccc3c(c2)OCCO3)cn1	8	29	22	86*	-14	88*	-5	7	40	17	3

The list goes on; it opens with the 2 that closed the last part.
SMILES	LRH-1 inv ag	SRC3 inh	SRC1 inh	TROY NFkB inh	NOD2 RIPK2 PPI	TWEAK-Fn14 inh	C8 TRAIL sens	EBV LMP1 NFkB	SRC2 inh	COUP-TFII inh	TLR9-MyD88 inh
COc1ccc(-c2nnc3c4ccccc4c(C)nn23)cc1S(=O)(=O)N1CCN(CCO)CC1	-13	-17	-20	12	10	-19	-6	13	-47	-26	8
CCn1cc(S(=O)(=O)Nc2ccc3c(c2)OCCO3)cn1	8	29	22	86*	-14	88*	-5	7	40	17	3
Cc1ccc(C)c(NC(=O)Cn2nc(C)c3ccccc3c2=O)c1	-3	6	2	-3	4	-5	-7	3	-12	-9	-9
Oc1ccc(Nc2ncnc3ccccc23)cc1	3	-8	11	3	-7	1	5	23	23	0	0
O=C(CCc1nnc(C2CCCCC2)o1)NCc1cccc(-n2cccn2)c1	1	-2	13	-1	-1	-3	1	2	6	-23	-3
CC(=O)c1ccc(NC(=O)C2CC2c2ccccc2)cc1 (stereo not drawn)	-9	8	5	-39	-14	0	3	1	-36	7	0
COc1ccc(C(=O)NC(=O)NC2(C(Cl)(Cl)Cl)OCCO2)cc1	-161	-56	-105	26	7	25	-3	-21	-82	-64	-10
O=C(NCC1CCCCC1)c1ccc(F)cc1Cl	-88	-70	-69	-39	-3	-9	5	-6	-58	-33	1
CN(NS(=O)(=O)c1ccccc1)C(=O)c1ccccc1	8	-8	7	0	-9	8	1	-5	14	-8	0
CCOC(=O)C1=C(C)NC(C)=C(C(=O)OCCNC(=O)c2cccnc2)C1c1cccc([N+](=O)[O-])c1 (stereo not drawn)	-3	-16	-4	-7	13	-1	-16	6	/	/	4
CN(C)CCN1C(=O)c2oc3ccc(Cl)cc3c(=O)c2C1c1cccc(Br)c1 (stereo not drawn)	10	18	-5	-4	-2	7	1	-24	-3	-7	4
CCNc1nc(NCC)n2c(SCC(=O)Nc3c(C)cccc3C)nnc2n1	6	-11	-1	-5	2	-13	-18	4	-33	24	-23
CC(=O)c1cn(-c2ccc(Cl)cc2)c(=O)n(Cc2ccc(Br)cc2)c1=O	16	2	16	-23	6	-38	3	-9	4	6	1
O=C(O)CCc1nnc(SCC(=O)Nc2cccc(C(F)(F)F)c2)[nH]c1=O	-2	13	1	-7	-12	2	-4	-8	-9	19	-11
CCOc1cc(C(C(=O)NCC2CCCO2)N(C(=O)Cn2nnc3ccccc32)c2ccccc2C)ccc1O (stereo not drawn)	-1	4	-20	6	-9	-5	-15	3	0	1	7
CCOC(=O)N1CCC(NC(=O)c2cc(S(=O)(=O)N(CC)CC)ccc2F)CC1	-14	-14	4	-27	-9	-9	2	-5	/	/	-5
Cc1ccc(S(=O)(=O)N2c3ccccc3NC(=O)C2CC(=O)Nc2ccccc2)cc1 (stereo not drawn)	8	4	1	8	-13	10	4	1	13	-4	-18
Cc1occc1C(=O)Nc1cccc(C(=O)NCc2ccccc2)c1	-12	8	5	0	-11	13	10	-6	-5	-1	8
COc1cc(OC)cc(C(=O)Nc2ccc3nc4n(c(=O)c3c2)CCCC4)c1	-8	-27	-34	24	-17	-33	-2	2	-67	-24	0
O=C(/C=C/c1cccc(Cl)c1)c1ccc([N+](=O)[O-])o1	27	25	-12	76*	52*	101*	68*	-19	13	12	26*
O=c1c2sccc2nc(SCc2cc(=O)n3cc(Br)ccc3n2)n1Cc1ccccn1	-16	-33	-46	-6	9	-19	-1	-3	-32	14	12
Cc1ccc(S(=O)(=O)Cc2nc3ccccc3c(=O)[nH]2)cc1	13	0	-12	0	12	15	-6	-5	-4	1	2
CC1(C)NC(=O)N(CC(=O)NNC(=O)c2ccccc2F)C1=O	15	-2	-50	0	1	5	-18	-6	-7	5	-8
CC(Sc1nnc(N)s1)C(=O)Nc1nccs1 (stereo not drawn)	-8	-14	-20	-3	1	10	-2	5	-14	17	-4
CCCCCCCC(=O)Nc1cc(C(=O)NCCC)ccc1N1CCC2(CC1)CC(c1cccc(Br)c1)=NO2	16	12	-8	3	-6	-3	2	7	-15	3	3
CC(=O)c1cccc(NC(=O)N2CCc3ccccc3C2)c1	-135	-36	-84	-46	-3	0	8	-23	-39	-44	3
COCCNc1nc(NCc2cccc(OC)c2OC)c2sccc2n1	9	0	2	10	3	-11	-26	/	-1	7	/

Structures above that bear a hit mark in TLR9-MyD88 inh:
Compound	LRH-1 inv ag	SRC3 inh	SRC1 inh	NOD2 RIPK2 PPI	TWEAK-Fn14 inh	EBV LMP1 NFkB	SRC2 inh	COUP-TFII inh	TLR9-MyD88 inh
O=C(/C=C/c1cccc(Cl)c1)c1ccc([N+](=O)[O-])o1	27	25	-12	52*	101*	-19	13	12	26*

(next part)
SMILES	LRH-1 inv ag	SRC3 inh	SRC1 inh	TROY NFkB inh	NOD2 RIPK2 PPI	TWEAK-Fn14 inh	C8 TRAIL sens	EBV LMP1 NFkB	SRC2 inh	COUP-TFII inh	TLR9-MyD88 inh
COc1ccc(OC)c(NC(=O)c2cc3c(Cl)nc4ccccc4c3s2)c1	-10	1	15	30	4	-67	4	13	-22	-5	-3
COc1ccc(C(=O)NNC(=S)NC(=O)c2ccc(OC)cc2)cc1	12	-16	-10	-1	4	16	11	9	-20	-8	1
O=C(Cc1ccc(F)cc1)Nc1cccc(S(=O)(=O)N2CCCC2)c1	-23	-14	-5	-4	-11	6	-12	-10	8	4	-11
CCOC(=O)C1(C)CCN1C(=O)c1cccc(Cl)c1 (stereo not drawn)	-1	-3	-7	-5	1	-3	-1	/	-4	9	/
CC(=O)N1CCOc2ccc(S(=O)(=O)N3CCC(C(=O)Nc4ccccc4F)CC3)cc21	-12	6	-59	-12	-4	12	-5	-2	1	4	5
CCc1nc(SCc2cccnc2)[nH]c(=O)c1C	11	9	7	-4	-4	5	-11	-5	-27	-16	6
COc1ccc(NC(=O)CN(C)C(=O)CNC(=O)c2cccs2)cc1	1	7	-14	6	-1	12	11	-2	4	-7	-6
COc1ccc(Br)cc1CN1CCN(C(=O)c2ccc(F)cc2)CC1	-9	4	7	1	10	5	30	-2	-20	8	4
O=C(CCC1CCCCC1)Nc1ccccc1O	-100	-72	-76	-62	-10	-15	11	-8	-76	-15	0
COc1ccc([C@@H]2[C@@H]3C(=O)N(C(C)(C)C)C(=O)[C@@H]3[C@]3(Cc4ccc(Cl)cc4)C(=O)N(c4cccc(C)c4)C(=O)N23)cc1	4	21	-4	-11	-2	12	-6	4	23	-11	-4
CC(=O)OC(c1nc2ccccc2c(=O)n1C1CC2(OC1=O)c1ccccc1N1C(=O)C(C)(C)N(O)C12)C(C)C (stereo not drawn)	37	23	1	-8	-18	-5	4	4	-24	7	0
O=C1Nc2ncccc2OC1CCCl (stereo not drawn)	-11	3	-27	-13	7	0	-2	-11	17	5	-1
Cc1c(CNCCc2ccccc2)c(C(=O)O)c(C)n1-c1ccccc1	3	-10	-12	-4	-6	25	-26	1	-31	0	-5
COc1ccc(NC(=O)c2cc3nc(-c4ccccc4)cc(C)n3n2)cc1OC	2	4	5	8	-3	-2	3	9	4	21	5
N#Cc1ccc(OCC(=O)OCC(=O)Nc2cc(C(F)(F)F)ccc2N2CCOCC2)cc1	5	5	7	20	5	-4	1	2	-15	-5	7
Clc1ccc2ccc3cccnc3c2n1	-12	-15	5	-22	-13	-7	-10	0	-25	-2	-5
CCn1cc(Cl)c(C(=O)Nc2cc(C(=O)OC)cc(C(=O)OC)c2)n1	21	12	-12	-12	3	-25	-5	-2	2	10	2
N#C/C(=C\c1ccc(Cl)cc1)c1nc2ncccc2[nH]1	9	-20	-21	-45	-10	1	15	-26	-35	-23	-10

Not all compounds are listed. The share of hits here may be higher or lower than overall.
